Compound activity: PubChem BioAssay, Sanford-Burnham Center for Chemical Genomics
Jurkat NFkB inh = lowers PMA/ionomycin-induced NF-kB signal in Jurkat cells | PMA/ionomycin-induced NF-kB luciferase reporter, luminescence | inhibition, % at 4 µM | 330,000 tested, 0.53% active | AID 435003; in the data active = inhibition above about 50%
697 NFkB inh = lowers PMA/ionomycin-induced NF-kB signal in 697 B cells | inhibition, % at 4 µM | AID 435022 | 697 B-cell NF-kB luciferase reporter, 16 h | 330,000 tested, 0.33% active; in the data active = inhibition above about 35%
EBI2 antag = blocks human EBI2 receptor beta-arrestin signaling; EBI2 beta-arrestin recruitment, luminescence, 7a,25-OHC stimulated; inhibition, % at 5 µM; 360,000 tested, 0.81% active; in the data active = inhibition above about 38%;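 note: enzyme fragment complementation signal reports receptor beta-arrestin coupling in cells; 0% = agonist plus DMSO wells and 100% = wells without agonist; some results beyond the cut were filed as inactive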
Target sequence (P32249 whole entry, looked up, the tested form may be a part): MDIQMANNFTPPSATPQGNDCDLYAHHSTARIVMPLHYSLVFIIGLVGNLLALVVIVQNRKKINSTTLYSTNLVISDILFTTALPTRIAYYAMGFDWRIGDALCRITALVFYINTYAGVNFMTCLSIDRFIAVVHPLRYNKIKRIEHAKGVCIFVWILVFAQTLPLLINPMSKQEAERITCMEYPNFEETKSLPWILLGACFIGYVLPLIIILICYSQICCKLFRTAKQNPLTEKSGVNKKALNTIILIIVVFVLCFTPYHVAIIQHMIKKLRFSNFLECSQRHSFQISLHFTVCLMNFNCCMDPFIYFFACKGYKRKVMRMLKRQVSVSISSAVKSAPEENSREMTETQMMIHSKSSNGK
UPR CHOP act = apoptotic UPR (CHOP) activation | activation, % at 10 µM | CHO-CHOP luciferase reporter, luminescence; percent of tunicamycin response over DMSO baseline | AID 449763 | 330,000 tested, 0.34% active;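 active = at 10 µM dose, activation of 40% or more, normalized to positive control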;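 note: 100% = tunicamycin at 10 µg/mL and 0% = DMSO alone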
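System: CHO CHOP reporter cells. Amount: 500 cells per well. Buffer or medium: F12 medium, 10% FBS. Compound dosing: one dose, 10 µM in 0.5% DMSO. Incubation: 6 h compound exposure at 37 °C after overnight seeding. Technique: Steady-Glo luciferase luminescence. Benchmarks: tunicamycin and DMSO controls.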
Gli-Sufu antag = blocks Gli-Sufu signaling in a luciferase reporter | Sufu-KO-LIGHT fibroblasts, Gli luciferase reporter luminescence | inhibition, % at 5 µM | 340,000 tested, 0.74% active | AID 588413;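 active = inhibition above about 55%, limit read from the data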;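 note: 0% = DMSO-treated cells and 100% = wells with medium but no cells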
CCR6 antag = CCR6 (human) receptor antagonism; P51684; inhibition, % at 20 µM; CHO-K1 CCR6 PathHunter beta-arrestin, luminescence, CCL20-stimulated; AID 493098; 340,000 tested, 0.49% active;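 active = compounds whose inhibition of the agonist-driven luminescence signal at 20 µM reaches about 50%, limit read from the data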;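 note: cells stimulated with CCL20 at 14 nM final; plate controls were DMSO with CCL20 for no effect and DMSO without agonist for full effect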
Target sequence (P51684 whole entry, looked up): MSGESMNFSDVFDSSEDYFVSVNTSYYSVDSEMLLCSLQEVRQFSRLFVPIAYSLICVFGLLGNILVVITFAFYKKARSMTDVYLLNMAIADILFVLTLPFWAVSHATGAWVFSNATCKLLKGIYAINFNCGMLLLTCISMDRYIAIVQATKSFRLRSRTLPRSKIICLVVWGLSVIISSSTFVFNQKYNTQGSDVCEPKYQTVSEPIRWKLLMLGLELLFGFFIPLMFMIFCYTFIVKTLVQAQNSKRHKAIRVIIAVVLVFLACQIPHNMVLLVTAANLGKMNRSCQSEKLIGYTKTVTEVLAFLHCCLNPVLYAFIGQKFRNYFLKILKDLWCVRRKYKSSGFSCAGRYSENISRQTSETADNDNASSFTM
Mdm2-MdmX inh = disrupts the human Mdm2-MdmX interaction; O15151+Q00987; SaOS-2 split-luciferase Mdm2/MdmX complementation, luminescence; inhibition, % at 8 µM; 330,000 tested, 3% active; AID 485346;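 active = inhibition of at least 50% at 8 µM in the primary screen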
UPR XBP1 act = activators of adaptive arm of unfolded protein response (XBP1) | CHO-XBP1 luciferase reporter, IRE1-XBP1 UPR activation, luminescence; percent of tunicamycin response, DMSO as zero | activation, % at 20 µM | 330,000 tested, 0.33% active;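 active = versus positive control, 20 µM dose yields 30% or more activation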;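 note: 100% = tunicamycin at 10 µg/mL and 0% = DMSO only wells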
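Test system: CHO-XBP1 luciferase reporter cells | Buffer or medium: Serum-containing F12 medium, 10% FBS | Schedule: 6 h compound exposure at 37 °C, 5% CO2 | Detection: Steady-Glo luciferase glow luminescence, 10 min after reagent addition | Read-out basis: Activation, % of tunicamycin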
CXCR6 inh = CXCR6 (human) receptor inhibition; AID 602244; inhibition, % at 20 µM; 360,000 tested, 0.36% active; CHO-K1 PathHunter CXCR6 beta-arrestin, luminescence; in the data active = inhibition above about 34%, passing the limit was not always enough;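 note: antagonist mode with CXCL16 agonist at 10 nM final; 0% = 10 nM CXCL16 with DMSO and 100% = unstimulated wells without agonist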
Target sequence (O00574 whole entry, looked up): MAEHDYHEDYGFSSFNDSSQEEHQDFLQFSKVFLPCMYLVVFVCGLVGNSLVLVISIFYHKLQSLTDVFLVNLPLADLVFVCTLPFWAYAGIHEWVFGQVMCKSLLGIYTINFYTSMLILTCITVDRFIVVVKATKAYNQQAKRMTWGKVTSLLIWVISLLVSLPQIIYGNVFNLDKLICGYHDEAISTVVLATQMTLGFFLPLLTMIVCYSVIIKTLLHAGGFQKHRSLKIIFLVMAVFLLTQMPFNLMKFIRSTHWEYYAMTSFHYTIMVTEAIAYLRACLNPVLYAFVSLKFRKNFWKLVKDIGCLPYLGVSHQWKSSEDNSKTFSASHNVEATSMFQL
The depositor's hits bear a star; · = no result given.

Results follow in this order: Jurkat NFkB inh | 697 NFkB inh | EBI2 antag | UPR CHOP act | Gli-Sufu antag | CCR6 antag | Mdm2-MdmX inh | UPR XBP1 act | CXCR6 inh
COc1cccc(NC(=O)Nc2cc(C(=O)NC(C)C)ccc2N2CC3CC(C2)c2cccc(=O)n2C3)c1 (configuration not stated)
    -2.6 | 2.9 | -5.7 | 1.9 | -13.6 | 7.2 | -11.1 | -4.4 | -2.7
O=S(=O)(NCc1ccccc1)c1ccccc1NCc1ccc(Cl)cc1
    · | -1.9 | 1.6 | 0.9 | 6.8 | 22.6 | -10.2 | -1.7 | -1.8
O=C(CCC(=O)N1CCN(S(=O)(=O)c2ccc(Cl)cc2)CC1)NCc1cccc(C(F)(F)F)c1
    · | · | -13.2 | · | 10.0 | 0.8 | · | · | -5.6
Cc1cccc(-c2noc(CN(C(C)C)S(=O)(=O)c3ccc(F)cc3)n2)c1
    -17.0 | -9.7 | 19.4 | 1.3 | -2.1 | 9.0 | 6.4 | -3.9 | -1.1
CCOC(=O)C(=CNc1cc(C(F)(F)F)ccc1N1CCOCC1)C(=O)OCC
    4.0 | 3.2 | 8.1 | -0.9 | 10.3 | 7.8 | 5.5 | 2.3 | -3.0
COc1ccc(CN(C)Cc2c(O)ccc3ccccc23)cc1
    5.1 | 7.1 | -6.3 | 2.5 | 18.4 | 14.0 | 4.2 | 1.8 | 3.1
Cc1csc(NC(=O)C2CCCO2)n1 (configuration not stated)
    -16.7 | -0.5 | 1.7 | -1.5 | -3.1 | 3.4 | 25.8 | -2.2 | -4.7
Cc1cc(C(=O)COc2ccc(Cl)cc2Br)c(C)n1C
    -8.3 | -12.4 | 4.4 | 0.4 | -9.0 | 23.3 | 15.5 | -1.2 | 1.8
COc1ccccc1CC(NC(C)=O)C(=O)NC1CCN(C(=O)Nc2cccc(F)c2)CC1 (configuration not stated)
    3.2 | 15.8 | -2.8 | -0.9 | -19.4 | -2.1 | 25.5 | -2.5 | 7.3
CC1CCN(CCCNC(=O)c2cc3sccc3n2C)CC1
    15.5 | 10.5 | 3.6 | -0.6 | 12.7 | -1.0 | -24.1 | -1.8 | 6.1
C=CCNc1nc(N2CCCCC2)c(C#N)c2c1CN(Cc1ccccc1)CC2
    -16.4 | -68.3 | 13.0 | 0.3 | 9.5 | -2.4 | -12.7 | -4.3 | -1.5
COc1ccc(OC)c(CCNC(=O)CC2(CC3=NS(=O)(=O)c4ccccc4N3)CCCC2)c1
    8.8 | 17.0 | -0.4 | -0.2 | -0.2 | 10.2 | 30.9 | -3.1 | -2.7
CC1CCCN(C(=O)COC(=O)c2cc(-c3cccs3)nn2-c2ccccc2)C1 (configuration not stated)
    6.1 | -4.5 | 1.4 | -0.4 | -16.8 | 21.7 | 0.9 | 2.1 | 0.3
COc1ccc(Cl)cc1NC(=O)CN(C)C(=O)/C=C/c1ccco1
    5.7 | -17.3 | -6.9 | -0.2 | -9.9 | 0.7 | 6.6 | -3.3 | -3.9
CCN(CC)CCOC(=O)c1c(C)n(C)c2ccc(OC)cc12
    -11.6 | 7.2 | -11.0 | -5.4 | 21.7 | -1.9 | 32.7 | -3.2 | -6.9
C/C(=N/NC(=O)c1nnn(-c2nonc2N)c1-c1ccccc1)c1ccc2c(c1)OCO2
    -5.8 | 7.5 | -6.8 | -1.0 | 51.1 | 1.3 | -7.2 | -4.6 | 13.1
COc1cnn(-c2ccccc2)c(=O)c1SCc1ccc(Cl)c(Cl)c1
    -20.8 | -7.1 | 14.9 | 2.7 | -1.3 | 17.9 | -36.8 | -1.9 | 18.4
COC(=O)Cc1coc2cc(OC)ccc12
    4.7 | 3.3 | -2.2 | -0.6 | 1.3 | 14.2 | -15.7 | -1.7 | 9.1
O=C(CSc1nnc(-c2cccnc2)n1Cc1ccco1)c1ccc2ccccc2c1
    2.3 | -28.8 | 4.6 | -1.3 | -8.2 | -0.8 | 20.0 | -0.9 | 5.4
c1cncc(CNc2ncnc3sc4c(c23)CCC4)c1
    -4.0 | -7.9 | 2.0 | 0.6 | -0.5 | 8.9 | 17.3 | 0.5 | 0.8
CCC(C)(C)NC(=O)/C=C/c1cnc2ccccc2n1
    -61.8 | -44.3 | 22.6 | 2.4 | -54.8 | 20.4 | -12.5 | 1.0 | -6.5
Clc1ccc(-c2nn3cnnc3s2)c(Cl)c1
    -7.8 | -4.2 | -4.2 | 1.4 | 0.9 | -8.8 | 20.8 | 5.4 | -1.6
CSc1cccc(NC(=O)C(C)NS(=O)(=O)c2ccc(F)cc2)c1 (configuration not stated)
    -10.2 | 5.1 | -4.7 | -0.5 | -1.7 | 3.6 | 5.8 | -2.3 | 5.1
CCCc1c(C)nc2ccc(OC)cc2c1SCCC(=O)O
    -2.2 | 7.3 | -0.1 | 0.8 | 6.5 | 3.6 | 30.1 | -2.0 | 8.2
COc1cccc(Cn2nnc(C(=O)NCc3ccc4c(c3)OCO4)c2N)c1
    10.6 | 8.0 | -5.5 | -1.5 | -14.7 | 6.3 | 8.3 | -0.2 | -6.6
O=C(Nc1ccc(NC(=O)C2CC2)nc1)c1ccncc1
    -11.3 | -18.5 | 12.3 | -1.6 | -3.3 | 1.4 | 1.0 | 0.2 | -0.5
COC(=O)c1ccc(Nc2cc(C)nc3nc(C)nn23)cc1
    -3.9 | 14.7 | -7.6 | -0.1 | -2.7 | 9.5 | -13.2 | -0.5 | 0.1
CC(C)CC(C(=O)O)N1C(=O)[C@@H]2[C@H](C1=O)[C@@H]1C[C@H]2C(Br)C1Br (some centres not stated)
    -11.0 | 5.3 | -4.3 | 1.9 | 3.1 | -8.3 | -16.8 | -2.8 | -5.1
O=C(CCCCC(=O)NNC(=O)COc1ccccc1)NNC(=O)COc1ccccc1
    0.9 | 15.8 | 6.8 | -0.1 | -2.6 | -0.6 | -19.4 | -1.9 | 0.4
COC(=O)C1=C(C)N(Cc2ccco2)C(=O)N[C@H]1c1ccccc1
    0.8 | 18.9 | · | -1.8 | · | · | -7.7 | -3.9 | ·

Four entries drawn at random from the list so far, as already listed:
Results follow in this order: Jurkat NFkB inh | 697 NFkB inh | EBI2 antag | UPR CHOP act | Gli-Sufu antag | CCR6 antag | Mdm2-MdmX inh | UPR XBP1 act | CXCR6 inh
COc1cnn(-c2ccccc2)c(=O)c1SCc1ccc(Cl)c(Cl)c1
    -20.8 | -7.1 | 14.9 | 2.7 | -1.3 | 17.9 | -36.8 | -1.9 | 18.4
O=C(Nc1ccc(NC(=O)C2CC2)nc1)c1ccncc1
    -11.3 | -18.5 | 12.3 | -1.6 | -3.3 | 1.4 | 1.0 | 0.2 | -0.5
COC(=O)C1=C(C)N(Cc2ccco2)C(=O)N[C@H]1c1ccccc1
    0.8 | 18.9 | · | -1.8 | · | · | -7.7 | -3.9 | ·
COC(=O)Cc1coc2cc(OC)ccc12
    4.7 | 3.3 | -2.2 | -0.6 | 1.3 | 14.2 | -15.7 | -1.7 | 9.1

New compounds follow
Results follow in this order: Jurkat NFkB inh | 697 NFkB inh | EBI2 antag | UPR CHOP act | Gli-Sufu antag | CCR6 antag | Mdm2-MdmX inh | UPR XBP1 act | CXCR6 inh
CCCCN(C)CCNC(=O)CCn1nc(-c2ccc(C)cc2)ccc1=O
    -9.0 | -10.7 | -5.8 | 2.0 | 5.2 | 10.7 | -17.7 | 0.1 | 1.4
COc1ccc(OC)c(NC(=O)c2nnn(CC(=O)Nc3ccc4c(c3)OCO4)c2N)c1
    7.6 | 1.8 | -0.8 | -0.3 | 2.4 | 8.4 | 12.0 | -5.1 | -2.2
Cc1ccc(C)c(OCCC(=O)OCC(=O)NC2CCCC2)c1
    -9.3 | 27.5 | -4.6 | 2.5 | -12.1 | 1.7 | 19.7 | -2.9 | -0.1
COc1ccccc1/C=N/NC(=O)CC(=O)NC1CCCCC1
    15.9 | 7.1 | -2.6 | 1.0 | -14.2 | 8.8 | 20.6 | -3.3 | -6.6
Brc1ccc(Oc2ncc(CN3CCN(c4ccccc4)CC3)s2)cc1
    -9.2 | 7.3 | 36.5 | 1.9 | 0.0 | 1.1 | 0.6 | -1.1 | 1.2
Cc1ccccc1OCC(=O)NCC(c1cccs1)N1CCOCC1 (configuration not stated)
    7.9 | 0.3 | -1.8 | 1.9 | 1.5 | -4.3 | 20.4 | -2.7 | -5.5
Cc1nn(C)cc1/C=N\NC(=O)c1ccc(Cn2cc(Cl)cn2)cc1
    14.2 | -31.6 | -12.8 | 2.9 | -0.6 | 3.3 | 16.2 | 4.7 | -2.8
O=C(N/N=C/c1ccccn1)c1c[nH]c2ccccc12
    -58.5 | -94.8 | -6.0 | 4.8 | -62.9 | -1.4 | -30.7 | 2.1 | 1.9
FC(F)(F)c1ccc(-n2cnc3ccccc32)nc1
    -26.4 | -55.2 | 8.9 | 6.7 | 17.5 | 8.9 | -32.2 | -1.6 | 6.9
CCc1nc(SCc2ccc([N+](=O)[O-])cc2)n[nH]1
    -0.7 | 15.3 | -10.0 | -1.2 | -12.2 | 8.8 | 4.3 | -0.8 | -4.5
Cn1nc(-c2ccc(C(=O)NC3CCCCC3)cc2)c2ccccc2c1=O
    -1.7 | 23.7 | 5.0 | 3.2 | 10.9 | 6.2 | 25.5 | -0.7 | -6.7
CCc1noc(C)c1C(=O)NNC(=O)COc1ccc(Br)cc1
    -13.3 | 1.6 | 10.2 | 0.1 | -15.5 | 10.0 | 13.1 | -5.4 | -0.9
c1ccc(CSc2nnc(Cc3ccccc3)o2)cc1
    -34.3 | -30.5 | 3.4 | 2.6 | -38.3 | 13.3 | -36.5 | 2.3 | 3.7
CCOc1ccc(CN2CCN(Cc3cnc(N4CCOCC4)s3)CC2CCO)cc1 (configuration not stated)
    0.2 | -0.4 | -6.1 | -1.2 | 3.7 | -8.0 | -7.8 | -0.7 | -0.7
CC(=O)N1CCN(Cc2nc3cc(NC(=O)c4cccs4)ccc3n2C)CC1
    2.6 | 10.5 | 4.1 | -0.6 | -13.6 | -5.2 | 13.6 | -0.7 | 4.3
COc1ccc(NC(=O)c2sc3nc(N4CCOCC4)c4c(c3c2N)CCCC4)c(OC)c1
    10.5 | 13.0 | 14.8 | 1.6 | 2.3 | 2.8 | 30.5 | 2.5 | -0.9
Cc1c(C(=O)N/N=C/c2ccc(O)cc2)sc(=S)n1C
    9.2 | 1.7 | 2.5 | 1.1 | 3.9 | 3.7 | 37.0 | -0.7 | -18.0
Cc1ccc(NC(=O)c2ccc3nc[nH]c3c2)cc1C
    -78.8 | -59.6 | -17.4 | 1.1 | -66.5 | -14.1 | -63.0 | -0.1 | -9.3
CCOC(=O)CC1COc2ccccc2N1C(=O)c1ccc(C)cc1 (configuration not stated)
    5.2 | 3.2 | 9.7 | -0.8 | -0.2 | 16.4 | -13.3 | 0.6 | 10.0
COc1ccc2[nH]c(C(=O)O)c(CCNC(=O)/C=C/c3ccc(O)c(OC)c3)c2c1
    -39.8 | 2.9 | -10.2 | 0.1 | 7.7 | 7.6 | 24.0 | 5.0 | 9.4
CS(=O)(=O)N(CC(=O)NC1CCCCC1)c1cccc(Cl)c1
    1.9 | 16.7 | -6.2 | 0.7 | -2.8 | -1.3 | 11.0 | -2.8 | -0.8

Rows were taken by chance; 5% or so of the library scored in one or more.
